MsrA inh: inhibits bovine methionine sulfoxide reductase A; purified bovine MsrA, absorbance read-out; inhibition, % at 15.5 µM; 360,000 tested, 0.75% active; in the data active means inhibition above about 4.5%;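 further: 0% = vehicle wells with enzyme and 100% = reference inhibitor wells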
bovine MsrA act: activators of bovine methionine sulfoxide reductase A | purified bovine MsrA, absorbance read-out | activation, % at 10.6 µM | 360,000 tested, 0.3% active | AID 602163; in the data active means activation above about 7.5%;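 further: 0% = vehicle and 100% = reference activator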
E coli Lon inh: E. coli protease La inhibition. P0A9M0. purified E. coli Lon protease, fluorescence polarization. inhibition, % at 7.94 µM. 360,000 tested, 0.42% active. AID 602123; in the data active means inhibition above about 13%, passing the limit was not always enough;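 further: 0% = enzyme with probe and DMSO and 100% = no enzyme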
Tb MetRS inh: blocks T. brucei methionyl-tRNA synthetase activity; purified T. brucei MetRS, ATP depletion, Kinase-Glo luminescence; inhibition, % at 11.9 µM; 360,000 tested, 0.4% active;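 active means inhibition above a per-plate cutoff of the control wells' mean inhibition plus 3 SD, cut at about 5.5% in these data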;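 further: 0% = DMSO wells median and 100% = median of wells with control inhibitor compound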
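technique = Kinase-Glo luminescence, ATP depletion format | system = purified MetRS (methionyl-tRNA synthetase) enzyme from Trypanosoma brucei | timing = 15 min preincubation, 2 h reaction, all 25 °C | evaluation = percent inhibition versus plate control medians | dosing = single dose, 11.9 µM final nominal, 0.9% final DMSO | also added = substrates ATP, L-methionine and bulk Escherichia coli tRNA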
SKN-1 inh: C. elegans SKN-1 inhibition. inhibition, % at 21.8 µM. 360,000 tested, 0.49% active. C. elegans VP596 Pgst-4::GFP/RFP ratio, acrylamide-induced, 24 h;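 active means interference check ratio from 0.5 to 1.5 plus GFP to RFP signal ratio inhibition reaching or exceeding a fixed threshold, cut at about 30% in these data, passing the limit was not always enough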; further: some compounds called inactive have numbers as strong as hits
MT1-MMP act inh: inhibitors of human MT1-MMP activation. HT1080 RFP-PRO-GFP cells, GFP/RFP ratio fluorescence, overnight; percent of plate control window, DMSO zero. GFP/RFP ratio change, % at 20 µM. 360,000 tested, 0.061% active;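 active means GFP/RFP ratio change of at least 30% with cell ATP level not reduced by more than half and red fluorescence within 50% of control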; further: strong numbers were not always called active
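Read-out: GFP/RFP fluorescence ratio; Test system: RFP-PRO-GFP reporter HT1080 cells; Compound dosing: single-point 20 µM compound, 1% DMSO; Times: overnight compound exposure at 37 °C.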
FAS-TE inh: blocks the thioesterase domain of human fatty acid synthase | P49327 | recombinant FAS-TE, OMFH fluorogenic substrate, fluorescence endpoint | inhibition, % at 15 µM | 360,000 tested, 0.67% active;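 active means compounds whose normalised, plate-corrected inhibition of enzyme fluorescence in the single-dose primary screen is 50% or more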;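 further: 0% = DMSO with enzyme and 100% = substrate without enzyme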
PABP1 MLLE inh: blocks PAM2 peptide binding to the PABP1 MLLE domain | P11940 | GST-MLLE / FITC-PAM2 fluorescence polarization | inhibition, % at 20 µM | 360,000 tested, 0.36% active | AID 588489; in the data active means inhibition above about 35%, passing the limit was not always enough;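 further: plate controls were DMSO wells with GST-MLLE for no effect and wells lacking GST-MLLE protein for full effect; some results filed as inactive read as strong as hits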
CendR NRP1 mod: alters CendR peptide binding to human NRP-1; O14786; FAM-RPARPAR peptide binding to NRP-1, fluorescence polarization; inhibition, % at 25 µM; 360,000 tested, 0.85% active;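 active means inhibition or corrected inhibition above about 18%, plus a signal ratio from 0.5 to 1.5, limit read from the data, passing the limit was not always enough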; further: strong numbers were not always called active
Target sequence (O14786 whole entry, looked up): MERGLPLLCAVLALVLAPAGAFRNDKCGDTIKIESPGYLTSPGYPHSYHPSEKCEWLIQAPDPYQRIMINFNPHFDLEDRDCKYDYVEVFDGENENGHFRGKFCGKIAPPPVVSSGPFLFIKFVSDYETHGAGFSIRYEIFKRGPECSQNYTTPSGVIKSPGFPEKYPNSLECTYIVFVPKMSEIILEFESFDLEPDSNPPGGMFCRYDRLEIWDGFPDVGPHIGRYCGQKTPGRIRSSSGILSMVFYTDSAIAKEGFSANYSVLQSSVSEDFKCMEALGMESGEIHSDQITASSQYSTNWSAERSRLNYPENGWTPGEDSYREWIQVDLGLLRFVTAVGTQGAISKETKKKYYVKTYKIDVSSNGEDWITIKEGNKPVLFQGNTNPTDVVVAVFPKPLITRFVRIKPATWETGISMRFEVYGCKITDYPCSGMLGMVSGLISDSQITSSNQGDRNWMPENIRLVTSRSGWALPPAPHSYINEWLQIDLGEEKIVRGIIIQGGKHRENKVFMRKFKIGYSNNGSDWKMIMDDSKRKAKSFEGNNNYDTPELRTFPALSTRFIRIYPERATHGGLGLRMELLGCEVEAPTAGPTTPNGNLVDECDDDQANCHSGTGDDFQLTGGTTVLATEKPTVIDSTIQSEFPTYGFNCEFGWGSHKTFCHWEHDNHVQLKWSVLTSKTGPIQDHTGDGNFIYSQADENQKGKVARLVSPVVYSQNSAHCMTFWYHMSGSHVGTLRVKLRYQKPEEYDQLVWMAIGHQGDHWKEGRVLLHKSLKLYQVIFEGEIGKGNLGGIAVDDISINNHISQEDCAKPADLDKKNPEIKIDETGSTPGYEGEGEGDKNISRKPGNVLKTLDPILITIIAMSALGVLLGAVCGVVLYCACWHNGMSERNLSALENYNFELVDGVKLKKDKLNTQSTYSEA
* = called active by the depositor; . = not tested or not shown. Random draw from the library; overall some 4% were active at least once.

molecule | MsrA inh | bovine MsrA act | E coli Lon inh | Tb MetRS inh | SKN-1 inh | MT1-MMP act inh | FAS-TE inh | PABP1 MLLE inh | CendR NRP1 mod
CCOc1ccc(NC(=S)Nc2ccc(OC)cc2)cc1 | 1.3 | -1 | -3 | -0.2 | -9 | -1 | -6 | -2 | 6
CCn1c(SCC(=O)NCCc2ccccc2)nnc1-c1cccs1 | 1.1 | -3 | -3 | 0.0 | 19 | 3 | -4 | 6 | 4
COc1cccc(NC(=O)N2CCN(C(=O)C(Cc3ccc(OC)c(OC)c3)NC(C)=O)CC2)c1 (stereo not given) | . | -2 | -1 | -0.5 | 8 | 2 | -7 | 1 | 7
CSc1ccc(CN2CCC(C)(Oc3ccccc3F)C2)cc1 (stereo not given) | -1.6 | -3 | -2 | 0.1 | 3 | 3 | 0 | -15 | 16
CC12CCC(=O)N1C(C(=O)NCCN1C(=O)S/C(=C\c3ccccc3F)C1=O)CS2 (stereo not given) | 1.7 | -3 | -4 | -0.4 | 9 | 0 | 5 | 14 | -13
O=C(CC(Nc1cccc(Cl)c1Cl)C(=O)O)c1ccccc1 (stereo not given) | 0.1 | -6 | 0 | -0.1 | 0 | -4 | -3 | 26 | 10
CC(=O)OCCc1[nH]c2ccccc2c1C | -0.7 | -5 | 6 | 1.3 | -11 | -1 | -12 | 0 | -8
Cc1ccnc(NS(=O)(=O)c2ccc(NS(=O)(=O)c3cccs3)cc2)n1 | 0.0 | -1 | -6 | 0.4 | 19 | -2 | -7 | -32 | -40
COc1ccc(C(=O)NNC(=O)C(=O)/C=C(\O)c2ccc(C)cc2)cc1 | 0.4 | -2 | -159 | -0.7 | 7 | -8 | 3 | 0 | -13
COc1ccc(CCN2C(=O)c3cccc4c(C(=O)N5CCCCC5)ccc(c34)C2=O)cc1OC | -0.2 | -4 | 0 | -0.7 | 9 | -2 | 8 | -5 | -8
CC(=O)Nc1nonc1-c1nc2ccccc2n1CCC#N | -0.3 | -3 | 1 | -0.2 | 11 | -3 | 15 | -8 | -16
O=C(NC1CCCCC1)C1CN(S(=O)(=O)c2ccccc2)CCN1S(=O)(=O)c1ccccc1 (stereo not given) | -0.1 | -3 | -4 | -0.2 | -25 | 4 | 7 | 1 | 0
CNC(=S)Nc1cc(OC)c(NC(=O)c2ccco2)cc1OC | 0.9 | -3 | -10 | -0.8 | 0 | 3 | -5 | 11 | -5
Cc1cc(C)n(CCN(C)C(=O)c2cc(COc3c(F)cccc3F)on2)n1 | -0.5 | -3 | 0 | -0.4 | -1 | 1 | 1 | -4 | 2
COc1ccc(CN2CCN(C(=O)CN3C(=O)C4C5C=CC(C5)C4C3=O)CC2)c(OC)c1OC (stereo not given) | -1.8 | 0 | 4 | -0.3 | 6 | 2 | -3 | 5 | -6
COc1ccc(/C=N/N=C2/NC(=O)C(c3ccccc3)(c3ccccc3)S2)cc1 | 0.2 | -3 | -3 | -0.3 | 7 | 4 | -1 | -3 | 7
CCOC(=O)[C@@H]1[C@H]2COc3ccccc3[C@H]2N2C(=O)N(c3cccc(F)c3)C(=O)[C@]12C | 1.5 | -2 | -5 | -0.1 | 9 | -1 | 8 | -15 | 5
O=C(CNC(=O)c1ccccn1)N/N=C/c1ccc2c(c1)OCO2 | 0.2 | -3 | 4 | 0.0 | 1 | 1 | -4 | 4 | 8
CCOc1ccc2nc(NCCNC(=O)c3cc(OC)c(OC)c(OC)c3)c(C#N)cc2c1 | -0.4 | 2 | 2 | -0.6 | -4 | 1 | -3 | 38 | -3
Cc1noc(C)c1COc1ccccc1C(=O)N1CCN(c2cccc(Cl)c2)CC1 | -0.3 | 0 | 14 | 0.1 | 9 | 4 | 11 | -3 | 1

Other records follow:
molecule | MsrA inh | bovine MsrA act | E coli Lon inh | Tb MetRS inh | SKN-1 inh | MT1-MMP act inh | FAS-TE inh | PABP1 MLLE inh | CendR NRP1 mod
COc1cc(Cl)c(S(=O)(=O)NCCCN2CCOCC2)cc1Cl | 0.0 | 2 | 0 | 1.6 | -7 | -2 | 1 | -3 | 18
Cc1ccc(C(=O)Cn2c(-c3ccccc3)noc2=O)cc1 | -0.7 | -3 | -11 | 0.2 | 14 | -9 | 15 | -4 | -4
Cc1cc(O)ccc1Nc1nc(-c2cccnc2)cs1 | 1.1 | -8 | 3 | -0.4 | -5 | 3 | -3 | -8 | 9
CCOC(=O)c1ccccc1N1C(=O)CSC1=S | 1.9 | 7 | -12 | 0.0 | 10 | 30* | -3 | 41* | -3
COC(=O)C(NC(C)=O)(Nc1ccc(C)cn1)C(F)(F)F (stereo not given) | -0.8 | -1 | 5 | -0.6 | 6 | 6 | -5 | -1 | 5
COc1ccc(-c2noc(CCC(=O)N3CCN(c4cccc(OC)c4)CC3)n2)cc1 | 0.4 | -2 | -7 | -0.1 | 2 | 5 | 12 | 8 | -1
Cc1cccc(C(=O)Nc2ccc(S(=O)(=O)N3CCOCC3)cc2)c1[N+](=O)[O-] | 0.4 | 1 | -7 | 0.1 | 8 | 2 | 5 | 4 | 2
O=C(O)CCCCCN1C(=O)C(O)=C(C(=O)/C=C/c2ccccc2)C1c1ccccc1[N+](=O)[O-] (stereo not given) | 3.6 | -1 | 4 | 0.2 | 8 | -5 | -4 | 47* | -5
CC(NC(=O)c1cccc(S(=O)(=O)N2CCN(Cc3ccccc3)CC2)c1)c1ccccc1Cl (stereo not given) | 0.1 | -1 | 5 | -0.2 | 3 | -2 | 33 | 3 | 13
O=C(Nc1nc2ccccc2n1CCN1CCCC1)c1ccc(Cl)cc1 | 2.6 | -10 | -6 | -1.3 | 6 | 4 | -4 | -4 | -16
COc1ccc(C(=O)N/C(=C\c2cn(S(=O)(=O)N(C)C)c3ccccc23)C(=O)NC(C)C)cc1 | 0.2 | -3 | -6 | -0.4 | -8 | -3 | 65* | -7 | 22
Oc1ccc(-c2nnc(Nc3cccc(O)c3)c3ccccc23)cc1 | 2.0 | 3 | 0 | -0.1 | 9 | 4 | -3 | -2 | -3
COc1ccccc1NC(=O)Cn1nc(-c2ccc3c(c2)OCCO3)ccc1=O | -1.8 | -6 | -3 | -0.5 | 0 | 0 | -1 | 1 | -10
CCn1ccc(C(=O)Nc2ccc3c(c2)CCC3)n1 | . | -3 | -5 | -0.1 | 16 | -2 | 0 | -2 | -12
CCc1cc(=O)oc2cc(C)cc(OC(C)C(=O)NCC(O)c3ccccc3)c12 (stereo not given) | 1.7 | -2 | 15 | -0.4 | -8 | 4 | 0 | -1 | 4
COc1ccc(-n2c(C)cc(C(=O)CN3CCCCC3)c2C)cc1 | 1.3 | -1 | -1 | -0.1 | 4 | -2 | -2 | -6 | -3
COc1ncccc1-c1nnn(-c2ccccc2)n1 | 0.5 | -3 | 3 | -0.2 | 18 | 1 | -7 | 1 | -4
NS(=O)(=O)OCCCc1ccccc1 | -0.7 | -3 | -4 | -0.4 | 17 | 0 | -12 | 10 | 6
O=C(Nc1cccc(Cl)c1)C1=Cc2cc(Cl)ccc2OC1 | 0.4 | 1 | -10 | -0.1 | 2 | 4 | 24 | -7 | -2
Cc1ccc(C2(C)NC(=O)N(CC(=O)Nc3cccnc3Cl)C2=O)cc1 (stereo not given) | 0.8 | -9 | -1 | -0.5 | 8 | -1 | -4 | 0 | -9

Further results:
molecule | MsrA inh | bovine MsrA act | E coli Lon inh | Tb MetRS inh | SKN-1 inh | MT1-MMP act inh | FAS-TE inh | PABP1 MLLE inh | CendR NRP1 mod
Cc1c(Cl)cccc1NC(=O)CN1CCN(CCO)CC1 | -0.2 | 1 | -6 | -1.3 | -8 | 6 | -10 | -5 | 3
Cc1c(Cl)cccc1NC(=O)COC(=O)Cn1cnc2c1c(=O)n(C)c(=O)n2C | -0.2 | -3 | -9 | -0.2 | -6 | -3 | -8 | -14 | 11
Cc1c(Br)c([N+](=O)[O-])nn1CC(=O)N(C)Cc1ccccc1 | 0.0 | -3 | -6 | -0.8 | -5 | 1 | 25 | 3 | 4
Cn1c(=O)n(C)c2cc([N+](=O)[O-])c(N3CCN(CCO)CC3)cc21 | 0.8 | -2 | -1 | -0.3 | 3 | 2 | -6 | 3 | 12
CCn1c(=O)c(C(=O)NCc2ccccc2)c(O)c2ccccc21 | -1.0 | -9 | 2 | -1.2 | 2 | 0 | 22 | 8 | -6
Cc1cccc(CSc2[nH]c(=O)ncc2C)c1 | 0.3 | -4 | -3 | -0.6 | -3 | 4 | -7 | -9 | 2
COc1cccc(CNC(=O)c2cc3c(cc2Cl)N2CCCCCC2=NS3(=O)=O)c1 | 1.0 | -1 | 5 | -0.1 | 12 | 2 | -1 | -18 | -14
CCOC(=O)CNC(=O)Cn1cnc2c(nnn2-c2ccccc2)c1=O | . | 1 | 5 | -0.1 | -4 | 2 | -1 | 10 | 8
COc1ccccc1C(=O)NC(=O)COC(=O)c1ccco1 | -0.9 | -3 | -7 | -0.3 | 6 | 1 | -4 | -8 | -10
O=C(Nc1ccc(Nc2ccccc2)cc1)c1ccco1 | 2.4 | -11 | 1 | 0.1 | -7 | 8 | -1 | 15 | 7
CCOc1ncccc1C(=O)Nc1ccccc1C(=O)NCc1ccc2c(c1)OCO2 | 0.2 | -5 | 4 | -0.1 | -19 | 1 | 7 | -7 | 9
CCCCN(C(=O)c1ccc(OC(F)(F)F)cc1)c1c(N)n(CCC)c(=O)[nH]c1=O | -0.1 | -2 | 0 | -0.7 | 3 | 3 | -2 | 16 | 5
CC(=O)N1CCN=C1SCc1ccccc1 | 0.1 | 1 | -2 | -0.2 | 7 | 0 | 5 | -5 | -4
O=C1C2C3C=CC(C3)C2C(=O)N1/N=C/c1cn(Cc2ccccc2)c2ccccc12 (stereo not given) | 1.3 | -2 | -7 | -0.6 | 9 | -5 | 16 | -2 | -3
Cc1cccc(NNC(=O)c2c(F)cccc2Cl)c1 | -0.2 | -4 | 1 | 1.9 | 6 | -6 | -2 | -14 | -2
CN1[C@@H](Cc2ccccc2)COc2cc(N3CCSCC3)ccc2S1(=O)=O | -0.4 | -1 | -4 | -0.6 | -7 | 5 | 21 | . | 6
Cc1ccc(N2CCN(CC(O)COc3cccc4ccccc34)CC2)cc1 (stereo not given) | 0.7 | -2 | 4 | -0.3 | 10 | 1 | 11 | -16 | 1
CCCCn1c(N)c(N(C)C(=O)c2ccccc2Oc2ccccc2)c(=O)[nH]c1=O | -0.3 | -9 | 0 | -0.2 | -4 | -2 | -3 | -11 | 5
CCCCOC(=O)N1CCOCCOCCOCCOCC1 | -1.5 | -1 | 0 | -0.7 | -9 | -2 | -3 | -5 | -2
O=C(NCCN1C(=O)S/C(=C\c2cccnc2)C1=O)c1ccc([N+](=O)[O-])s1 | 1.1 | -3 | -7 | -0.5 | 4 | 3 | 5 | 4 | 4
Cc1ccc(S(=O)(=O)Nc2cccc(C(=O)N3CCOCC3)c2)c(C)c1NS(C)(=O)=O | 1.3 | -2 | -6 | -0.4 | 7 | -3 | -2 | 4 | 1

Two compounds picked at random from the list so far, as already listed:
molecule | MsrA inh | bovine MsrA act | E coli Lon inh | Tb MetRS inh | SKN-1 inh | MT1-MMP act inh | FAS-TE inh | PABP1 MLLE inh | CendR NRP1 mod
O=C(Nc1ccc(Nc2ccccc2)cc1)c1ccco1 | 2.4 | -11 | 1 | 0.1 | -7 | 8 | -1 | 15 | 7
CCCCOC(=O)N1CCOCCOCCOCCOCC1 | -1.5 | -1 | 0 | -0.7 | -9 | -2 | -3 | -5 | -2
